Compound activity (PubChem)
TEAD-YAP block: TEAD-YAP interaction inhibition, primary screen, TEAD-YAP interaction inhibitor project, luminescence, HEK-TIYL cells | actives 1.4% (n = 640,000) | inhibition, % at 9.12 µM | TEAD-Gal4/YAP UAS-luciferase luminescence; in the data active means inhibition above about 32%;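 further: 0% = median of test compound wells and 100% = reference inhibitor wells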
MITF inh: MITF inhibitors, primary screen, biochemical, AlphaScreen, human; AlphaScreen MITF homodimerization, bead proximity signal; actives 0.91% (n = 650,000); inhibition, % at 2.6 µM; AID 1259374, 2018; in the data active means inhibition above about 50%;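 further: 0% = vehicle wells with protein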
FBW7 activator: FBW7 E3 ligase activators, primary screen, biochemical, AlphaScreen, human. F-box/WD repeat-containing protein 7 (Homo sapiens), Q969H0. AlphaScreen FBW7–phospho-cyclin E peptide binding, activator screen. normalized activity (activation), % at 26.1 µM. actives 0.13% (n = 650,000); in the data active means normalized activity above about 1.9%;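 further: purified mutant Fbw7 with reduced substrate affinity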
Target sequence (Q969H0 whole entry, looked up): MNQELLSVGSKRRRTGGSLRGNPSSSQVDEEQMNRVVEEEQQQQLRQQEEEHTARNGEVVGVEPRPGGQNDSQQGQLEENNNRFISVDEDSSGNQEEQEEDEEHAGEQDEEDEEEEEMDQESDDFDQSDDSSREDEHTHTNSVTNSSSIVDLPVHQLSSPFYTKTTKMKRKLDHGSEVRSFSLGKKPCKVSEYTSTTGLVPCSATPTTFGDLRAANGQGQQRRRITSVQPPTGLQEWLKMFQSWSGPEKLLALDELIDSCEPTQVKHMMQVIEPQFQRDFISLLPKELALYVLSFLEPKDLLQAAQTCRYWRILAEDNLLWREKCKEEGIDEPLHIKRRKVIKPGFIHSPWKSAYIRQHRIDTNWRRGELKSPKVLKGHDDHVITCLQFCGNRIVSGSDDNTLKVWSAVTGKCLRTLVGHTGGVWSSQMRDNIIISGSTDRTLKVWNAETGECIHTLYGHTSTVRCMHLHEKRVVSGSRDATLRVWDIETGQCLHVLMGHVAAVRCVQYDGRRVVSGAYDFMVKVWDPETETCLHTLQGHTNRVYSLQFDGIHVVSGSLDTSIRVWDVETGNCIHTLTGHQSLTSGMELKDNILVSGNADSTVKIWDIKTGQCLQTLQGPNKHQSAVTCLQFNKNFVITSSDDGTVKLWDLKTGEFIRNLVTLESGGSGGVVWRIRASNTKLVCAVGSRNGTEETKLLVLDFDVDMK
GPR151 activ: activators of human GPR151, primary screen, cell-based, PathHunter beta-arrestin, luminescence; G-protein coupled receptor 151 (Homo sapiens), Q8TDV0; PathHunter beta-arrestin GPR151 cells; activation, % at 11.2 µM; actives 1% (n = 650,000); AID 1508602, 2020; in the data active means activation above about 4.9%;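 further: 0% = median of compound wells and 100% = cells with positive control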
Target sequence (Q8TDV0 whole entry, looked up): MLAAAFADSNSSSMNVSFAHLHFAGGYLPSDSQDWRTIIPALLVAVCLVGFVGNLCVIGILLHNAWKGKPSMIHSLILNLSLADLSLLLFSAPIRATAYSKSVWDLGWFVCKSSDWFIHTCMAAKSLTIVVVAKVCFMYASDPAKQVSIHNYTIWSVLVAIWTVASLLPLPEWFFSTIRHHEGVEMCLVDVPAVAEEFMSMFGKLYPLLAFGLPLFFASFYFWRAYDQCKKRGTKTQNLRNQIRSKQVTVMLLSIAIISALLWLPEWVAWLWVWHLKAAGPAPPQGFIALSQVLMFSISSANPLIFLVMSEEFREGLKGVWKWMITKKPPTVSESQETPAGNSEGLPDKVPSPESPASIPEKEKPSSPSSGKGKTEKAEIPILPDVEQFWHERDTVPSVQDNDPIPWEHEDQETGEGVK
* = called active by the depositor.

No.	Molecule	TEAD-YAP block	MITF inh	FBW7 activator	GPR151 activ
1	Cn1c2ccccc2n2c(=O)c(=O)n(CC(=O)Nc3ccccc3C(F)(F)F)nc12	-60.7	15.4	0.2	-1.2
2	O=C1/C(=C/c2ccc(-c3ccccc3[N+](=O)[O-])o2)NC(=S)N1c1ccccc1	-3.9	7.2	-0.1	0.8
3	N#CC1(C#N)[C@H](c2cccc(I)c2)[C@@H](C(=O)c2ccccc2)N2c3ccc4ccccc4c3C=C[C@@H]21	-8.1	27.2	0.3	1.8
4	CCOC(=O)c1c(NC(=O)c2ccc(OCCC(C)C)cc2)sc2c1CCCCC2	2.1	2.8	0.0	0.8
5	CCOC(=O)C1CCCN(CCC(=O)Nc2cc(OC)ccc2OC)C1 (stereo unspecified)	-0.2	-7.3	-0.5	-0.1
6	CCCCN(CCCC)S(=O)(=O)c1ccc(C(=O)Nc2sc3c(c2C(N)=O)CCN(C(C)C)C3)cc1	12.0	-0.2	-0.1	0.4
7	COc1ccc(NC(=O)C(=S)NC2CCCC2)cc1	-50.4	10.4	0.1	-0.6
8	O=C(CCC(=O)N1CCSc2ccccc21)NCc1ccco1	-1.1	3.5	-0.2	-0.8
9	Cc1ccc(C(C)(C)C)c(OCCC#N)c1	2.3	17.0	0.3	-0.5
10	COc1cc(Nc2nc(NCCCN3CCCC3=O)nc3c2ncn3C(C)C)cc(OC)c1OC	11.7	18.2	-0.2	-2.0
11	NC(=O)c1c(NC(=O)CN(Cc2ccccc2)C(=O)CCCl)sc2c1CCCC2	12.2	-10.6	0.2	0.0
12	NC(=O)c1ccc(NC(=O)COC(=O)c2ccc([N+](=O)[O-])cc2)cc1	-5.4	0.7	-0.1	0.1
13	CC[C@@H](Cn1nc(-c2ccc(F)c(F)c2)ccc1=O)NC(=O)c1cnn2cccnc12	0.2	0.3	0.1	-0.2
14	CCN(CC)C(=O)c1sc2nc(N3CCOCC3)c3c(c2c1N)CC(C)(C)OC3	-10.1	1.9	0.0	1.6
15	COc1ccc(C(c2nnnn2CC2CCCO2)N2CCN(Cc3ccccc3)CC2)cc1 (stereo unspecified)	6.2	-11.2	-0.1	-0.5
16	O=S(=O)(Cc1ccc(Cl)cc1)NCCCn1ccnc1	1.6	-0.4	-0.2	2.7
17	Cn1c(=O)c2c(ncn2CC(=O)Nc2nc3c(s2)CCCC3)n(C)c1=O	-1.7	-6.7	-0.1	-1.0
18	COc1ccc(C2CC(C(F)(F)F)n3ncc(C(=O)Nc4ccc(C#N)cc4)c3N2)cc1OC (stereo unspecified)	-8.7	-11.5	-0.2	-0.7
19	CC(=O)NNC(=O)CSc1nc2ccccc2o1	5.8	14.4	0.0	0.2
20	NC1=NC(=O)/C(=C/c2cc(Br)ccc2OCc2ccccc2)S1	-11.2	2.0	0.2	0.2
21	O=C1C2C3C=CC(C4CC34)C2C(=O)N1c1ccccc1 (stereo unspecified)	1.4	8.6	0.1	-0.2
22	Cc1cccc(NC(=O)c2cc(S(=O)(=O)NCc3ccccc3Cl)ccc2F)c1	-5.8	1.0	0.0	-0.4
23	O=C(Nc1ccc(O)cc1)C1Cc2ccccc2CN1S(=O)(=O)c1cccs1 (stereo unspecified)	0.2	12.8	0.1	0.5
24	N=c1sccn1CC(=O)c1ccc2c(c1)OCCO2	34.8*	-13.1	-0.1	-7.0
25	CN(C)c1ncc(-c2nc3cnccn3c2NCc2cccs2)cn1	-6.3	8.2	0.1	0.6
26	CSCCC(=O)Nc1ccc(Oc2cccc(C)c2)cc1	0.0	0.1	0.0	0.2
27	O=C(NCCc1nnc2n1CCN(Cc1ccc3c(c1)CCO3)CC2)C1CCCO1 (stereo unspecified)	-0.2	-8.4	0.4	3.2
28	CCOc1ccc(C(=O)Nc2scc(-c3ccc(Cl)cc3)c2C(N)=O)cc1	-11.8	29.5	0.8	0.2
29	COc1cc(CNC(C)c2ccccc2)cc(Cl)c1OCC(N)=O (stereo unspecified)	10.0	-18.2	-0.1	0.1
30	COC(=O)c1c(NC(=O)COC(=O)c2nc3nc(C)ccn3n2)sc2c1CCC2	9.3	13.8	0.4	0.9
31	O=C1CCC(c2nc(-c3cccs3)no2)N1Cc1ccccc1 (stereo unspecified)	-3.3	-2.6	0.0	1.0
32	CC(C)c1ccc(NC(=O)c2ccc(CSc3ccc(Cl)cc3)cc2)cc1	-13.7	-6.1	0.2	0.9
33	CCNC(=S)Nc1ccccc1OCC	1.2	4.9	-0.1	-0.4
34	O=C(Nc1ccc(Cl)c(-c2nc3ncccc3o2)c1)c1ccc(-c2cccc([N+](=O)[O-])c2)o1	-11.0	11.8	0.8	0.4
35	Cc1ccc(SCCOc2ccc(-c3nc4sc5c(c4c(=O)[nH]3)CCCC5)cc2)cc1	-19.1	3.8	0.2	2.3
36	CCOC(=O)C1=C(C)NC(SCC(=O)O)=NC1c1ccccc1 (stereo unspecified)	-4.0	-4.1	0.0	0.3
37	O=C(O)c1cc(NS(=O)(=O)c2cccc3nsnc23)cc(C(=O)O)c1	6.3	4.5	-0.1	0.2
38	COc1ccc(Cl)cc1C(=O)NC(C)(C)C	3.9	8.8	-0.1	2.9
39	Cc1nc(N2CCN(c3ncccn3)CC2)c2c3c(sc2n1)CCC3	4.0	-0.9	0.2	0.2
40	Cc1c(Nc2ncnc3nc[nH]c23)c(=O)n(-c2ccccc2)n1C	5.2	0.7	0.2	0.7
41	Cc1ccccc1C(=O)NC1C2CC3CC(C2)CC1C3 (stereo unspecified)	1.5	-1.8	-0.3	-1.2
42	CN(C)C(=O)c1nc2ccc(Cl)cn2c1CN1CCN(C/C=C/c2ccccc2)CC1	9.2	9.8	0.2	0.5
43	COc1cc(-c2nc3ccccc3c(=O)n2Cc2c(F)cccc2Cl)cc(OC)c1OC	4.8	-1.2	0.1	-0.4
44	CCOCCCNC(=O)C(=O)NCc1ccc(C)cc1	-6.9	0.4	0.5	-2.0
45	COc1cc(C2C(C#N)=C(N)OC3=C2C(=O)CC(C)(C)C3)ccc1OC(=O)c1cccs1 (stereo unspecified)	2.3	3.2	-0.2	1.5
46	Cc1ccc(S(=O)(=O)NCCNC(C)c2ccc(Br)cc2)cc1 (stereo unspecified)	5.0	-4.2	-0.1	1.2
47	COC(=O)COc1ccc2c(C)c(-c3ccccc3)c(=O)oc2c1	-2.7	9.2	0.1	-0.7
48	O=[N+]([O-])c1cc(SCc2ccco2)c2c(C3OCCO3)noc2c1	-13.9	17.8	-0.3	1.4
49	CCOc1ccc(CCNC(=O)Cn2c([N+](=O)[O-])cnc2C)cc1OCC	-4.1	13.0	0.2	-1.4
50	COc1ccc(NC(=O)c2cc3nc(-c4ccc(Cl)cc4)cc(C(F)(F)F)n3n2)cc1	17.0	19.5	0.3	4.6

Next part:
No.	Molecule	TEAD-YAP block	MITF inh	FBW7 activator	GPR151 activ
51	COc1ccc(OC)c(NC(=O)CCc2c(C)nc3c(-c4ccccc4)c(C)nn3c2C)c1	-5.5	-19.9	-0.2	0.4
52	COc1cccc(-c2nc3sc4c(c3c(=O)n2Cc2ccccc2F)CCCC4)c1	32.3*	6.3	0.2	-0.7
53	COc1ccccc1C1CC(c2ccc(NS(C)(=O)=O)cc2)=NN1C(=O)c1ccco1 (stereo unspecified)	-0.4	16.6	0.0	0.5
54	CC1(C(=O)N2CCC(Oc3cccc(C(=O)N4CCOCC4)c3)CC2)CCCCC1	-1.0	8.4	0.4	-0.3
55	CCCN1CCN(c2ncnc3sc(C(=O)Nc4ccc(OC)cc4OC)c(C)c23)CC1	-21.3	22.7	0.4	0.4
56	O=C(Nc1ccc2nc(SCc3ccc(Br)cc3)sc2c1)c1ccc(Cl)c(Cl)c1	13.0	17.7	0.7	-1.2
57	Cc1cc(NC(=O)COC(=O)c2cccc3c(=O)c(C)c(-c4ccccc4)oc23)no1	-3.7	11.9	-0.1	0.4
58	C(=N\Nc1nncc2ccccc12)/c1ccc(N2CCOCC2)cc1	-30.2	12.4	-0.1	0.7
59	CCN(CC)C(=O)C1=C(C)Nc2nnnn2C1c1ccccc1 (stereo unspecified)	-2.8	2.0	0.1	-0.2
60	Cn1cc(CNc2nc3nonc3nc2N2CCCCC2)cn1	3.3	12.3	0.1	1.5
61	CC(=O)N(C1=C(N2CCOCC2)C(=O)c2ccccc2C1=O)c1cccc(Cl)c1	13.1	6.0	-0.8	-3.0
62	CCOc1ccc(S(=O)(=O)NCCC23CC4CC(CC(C4)C2)C3)cc1	1.3	-3.8	0.0	-1.5
63	CCOC(=O)N1CCC(NCc2ccc(OC)cc2)CC1	-4.5	5.6	0.0	1.6
64	COc1ccccc1NC(=O)c1cc(S(=O)(=O)N2CCC(C(=O)O)CC2)ccc1F	1.4	-2.4	0.0	-0.6
65	CCOC(=O)c1cnc2cc(Cl)c(OC)cc2c1NCCOC	10.1	3.4	0.0	0.2
66	COC(=O)/C(=C/c1ccc(Cl)cc1)NC(=O)c1ccc(OC)cc1	3.9	11.3	-0.9	0.4
67	CCCCC(=O)Nc1ccc(C(=O)n2nnc3ccccc32)cc1	2.3	7.9	0.0	-0.7
68	Cc1cc(NC(=O)CSc2nc3c(sc(=S)n3Cc3ccco3)c(=O)n2-c2ccccc2)n[nH]1	4.5	-10.5	-0.1	-1.5
69	CCC(=O)N1N=C(c2ccc(C)o2)CC1c1cccc(F)c1 (stereo unspecified)	3.2	6.3	0.1	-2.1
70	Cc1c(C(=O)N2CCCC(C)C2)sc2ncnc(N3CCc4ccccc4C3)c12 (stereo unspecified)	-0.8	13.2	-0.1	1.2
71	CC1CCN(S(=O)(=O)c2ccc(F)c(C(=O)NC3CCCC(C)C3C)c2)CC1 (stereo unspecified)	2.2	-15.0	-0.1	-0.8
72	O=C(Nc1ccc(-c2cccc(F)c2)cc1)C1CCCN(Cc2ccncc2)C1 (stereo unspecified)	6.8	9.9	0.4	0.0
73	Cc1nn(-c2ccccc2)c2c1C(c1ccc(-c3ccccc3)cc1)C(C#N)=C(N)O2 (stereo unspecified)	-0.4	20.2	-0.6	-3.5
74	CCCCOc1ccc(S(=O)(=O)N2CC(C)OC(C)C2)cc1 (stereo unspecified)	7.7	18.8	0.0	0.0
75	COc1ccc(-n2nc(C(=O)NCC(=O)Nc3nc4ccccc4s3)c3ccccc3c2=O)cc1	-3.8	-5.9	-0.1	1.6

Some of these compounds in order of length of the SMILES, low to high.
No.	Molecule	TEAD-YAP block	MITF inh	FBW7 activator	GPR151 activ
65	CCOC(=O)c1cnc2cc(Cl)c(OC)cc2c1NCCOC	10.1	3.4	0.0	0.2
74	CCCCOc1ccc(S(=O)(=O)N2CC(C)OC(C)C2)cc1 (stereo unspecified)	7.7	18.8	0.0	0.0
66	COC(=O)/C(=C/c1ccc(Cl)cc1)NC(=O)c1ccc(OC)cc1	3.9	11.3	-0.9	0.4
75	COc1ccc(-n2nc(C(=O)NCC(=O)Nc3nc4ccccc4s3)c3ccccc3c2=O)cc1	-3.8	-5.9	-0.1	1.6

Next part
No.	Molecule	TEAD-YAP block	MITF inh	FBW7 activator	GPR151 activ
76	CN1c2ccccc2-c2ccccc2C12C=Cc1cc(Br)cc(Br)c1O2 (stereo unspecified)	13.0	36.4	0.1	-1.3
77	CCN(CC)c1ccc(CN2CCCC(C)C2)cc1 (stereo unspecified)	13.8	24.5	0.3	-0.4
78	COc1ccc(C2=NN3C(C2)c2cc(Cl)ccc2OC3(C)C)cc1 (stereo unspecified)	-35.7	14.6	0.2	-1.4
79	COc1ccc(CCNCC(=O)NCCC2=CCCCC2)cc1	-7.8	26.5	-0.1	-0.7
80	CC1=C(C(=O)OCc2ccco2)C(c2cc3c(cc2Br)OCO3)NC(=O)N1 (stereo unspecified)	6.8	5.0	-0.1	-0.1
81	CCCCOc1ccc(C2=N/C(=C\c3ccc(Cl)cc3)C(=O)O2)cc1	8.2	-0.7	-0.1	0.7
82	CCOCCCNC(=O)CCCCCn1c(=O)[nH]c2cc(C(=O)OC)ccc2c1=O	-1.7	-8.8	-0.2	0.1
83	COc1ccc2nc(N(Cc3cccnc3)C(=O)c3cc(C)nn3C)sc2c1	-10.0	48.1	0.0	0.8
84	CCOC(=O)C1=NNC2C(=O)N(c3ccc(F)cc3)C(=O)C12 (stereo unspecified)	3.9	8.0	0.1	-1.6
85	CC(=O)c1ccc(N2CCN(CC(=O)Nc3ccc(C)cc3Br)CC2)cc1	8.6	11.9	-0.1	0.4
86	O=C(O)CCNC(=O)Nc1cccc(Cl)c1	1.8	0.9	0.1	-2.2
87	CC12CCC(C/C1=N/NC(=O)c1ccccc1)C2(C)C (stereo unspecified)	-21.4	8.3	0.1	1.7
88	COc1ccc(Nc2nc(NCc3ccco3)nc3c2cnn3C)cc1	7.3	4.1	0.2	0.5
89	CCOc1ccc(Nc2nc(Cc3nnc(SCC(N)=O)o3)cs2)cc1	-7.1	-0.7	0.1	-0.8
90	COc1ccccc1C1CN(Cc2cn(C)nc2C)Cc2ccccc2O1 (stereo unspecified)	-11.0	-9.3	0.0	-0.7
91	C=C(C)CN=c1scc(-c2ccco2)n1/N=C/c1cccnc1	-12.6	11.2	-0.3	1.1
92	COc1ccc(/C(N)=N/OC(=O)c2cccs2)cc1	19.6	-2.7	0.0	-4.3
93	O=C(O)C[C@H](O)C[C@H](O)/C=C/c1c(C2CC2)nc2ccccc2c1-c1ccc(F)cc1	11.2	11.5	0.3	-1.9
94	Cn1cccc1/C=N\NC(=O)c1ccccn1	-0.6	-2.5	-0.4	-4.9
95	CCN(C(=O)c1cc(C(=O)N(CC)c2ccccc2C)cc([N+](=O)[O-])c1)c1ccccc1C	-3.4	11.2	-0.2	0.2

Rows were taken by chance (roughly 3.4% active in at least one column).
